Screening data deposited in PubChem by National Center for Advancing Translational Sciences (NCATS).
SW480 rereplic = inducers of DNA re-replication in SW480 colon cancer cells | SW480 DNA re-replication, Hoechst DNA content imaging, 48 h | Potency, µM (doses to about 46.1 µM), for inactives: top-dose re-replication activation, usual class: activators | actives 1.8% (n = 340,000) | AID 624297; note: % of control where 0% means no effect; nearly all actives have a fitted effect of over 55% in size
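Treated cells incubate 48 hr (37 C, 5% CO2), are stained 40 min with Hoechst, and nuclear fluorescence is enumerated; a rise in nuclei with high DNA signal marks re-replication.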
GLP1R cytotox = cytotoxic in the GLP-1 receptor inverse agonist counter-screen | HEK293 cAMP-luciferase reporter cells, luminescence, 24 h | Potency, µM (series often up to 38.3 µM), without a hit: at the highest dose activity change, negative = inhibition, most hits filed as inhibitors | actives 0.13% (n = 410,000);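 note: loss of luciferase light is scored as toxicity; % is set by controls: 0 for no effect and ±100 for the full control effect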
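Seeding density was 200 cells/uL; after overnight-length (12 h) culture, 23 nL compounds went on for 24 h at 37 °C. Readout used a luciferase detection reagent, luminescence taken after 12 min at room temperature.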
GLP1R ag = agonists of human GLP-1 receptor | actives 0.007% (n = 380,000) | Potency, µM (highest dose often 45.6 µM), for inactives: at the highest dose activation, hits mostly activators | P43220 | HEK293 GLP-1R CRE-luciferase, luminescence, 4-6 h; cells express a hypersensitive GLP-1R form | AID 624172; note: % of control where 0% means no effect
Target sequence (P43220 whole entry, looked up): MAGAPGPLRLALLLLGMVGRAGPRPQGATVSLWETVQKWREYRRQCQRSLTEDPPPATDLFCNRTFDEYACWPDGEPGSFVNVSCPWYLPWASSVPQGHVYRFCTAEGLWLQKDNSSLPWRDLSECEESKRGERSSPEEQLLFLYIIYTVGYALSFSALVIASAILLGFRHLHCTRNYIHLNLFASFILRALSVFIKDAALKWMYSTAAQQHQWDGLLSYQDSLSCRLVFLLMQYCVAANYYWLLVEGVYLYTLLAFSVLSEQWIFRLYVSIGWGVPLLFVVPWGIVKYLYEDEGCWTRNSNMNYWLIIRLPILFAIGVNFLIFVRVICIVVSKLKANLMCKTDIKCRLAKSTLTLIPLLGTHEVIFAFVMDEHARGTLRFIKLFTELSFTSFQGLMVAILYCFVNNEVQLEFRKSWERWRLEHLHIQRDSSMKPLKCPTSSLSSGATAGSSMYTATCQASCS
KB-V1 MDR tox = kills drug-selected multidrug resistant KB-V1 cells. actives 3.4% (n = 400,000). AID 1347076. KB-V1 MDR cells viability, CellTiter-Glo, 72 h. Potency, µM (highest dose often 46.1 µM), inactives show at the highest dose activity change, negative = cytotoxicity, most hits filed as cytotoxic; note: % is set by controls: 0 for no effect and ±100 for the full control effect; nearly all actives have a fitted effect of over 60% in size
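Compound-treated KB-V1 multidrug-resistant cells, 72 h, 37 degrees C; viability by CellTiter-Glo. Fitted qHTS curves give the values.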
HT1080NT lethal = kills 2HG-producing HT-1080-NT fibrosarcoma cells | HT-1080-NT fibrosarcoma viability, CellTiter-Glo ATP luminescence, 48 h | actives 1.6% (n = 360,000) | Potency, µM (top dose mostly 46.1 µM), without a hit: top-dose activity, negative = less viability, hits mostly cytotoxic;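 note: NT is the 2HG producing partner of a matched IDH1 knockdown line; 0% = DMSO-treated cells and -100% = media-only wells without cells; nearly all actives have a fitted effect of over 55% in size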
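Viability of the 2HG-overproducing fibrosarcoma line after 48 hours of compound exposure at 37 degrees C was determined by luminescence with CellTiter-Glo, and concentration-effect curves were then fitted and categorized.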
TDP43 rescue = rescues yeast growth from TDP-43 toxicity. TDP-43 expressing yeast growth rescue, BacTiter-Glo, 24 h. Potency, µM (highest dose often 46.1 µM), for inactives: at the top dose growth rescue (activation), most hits filed as activators. actives 1.8% (n = 410,000); note: % of control where 0% means no effect; nearly all actives have a fitted effect of over 50% in size
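Galactose-induced TDP-43 yeast, OD600=0.02, compound pinned; 24 hr, 30 deg C; BacTiter-Glo luminescence for growth. Inhibitors of TDP-43 toxicity read as activators.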
GLP-1R inv ag = GLP-1 receptor (human) inverse agonism; actives 1.6% (n = 410,000); AID 624417; HEK293 GLP-1R CRE-luciferase, luminescence, 24 h; GLP-1R form is constitutively active; Potency, µM (titrated, usually from 38.3 µM), for the others: at the top dose activity change, negative = inhibition, hits mostly inhibitors; note: % is set by controls: 0 for no effect and ±100 for the full control effect; nearly all actives have a fitted effect of over 55% in size
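Cells are plated, allowed 12 hours at 37 deg C, then treated with compounds for 24 hr before luciferase detection reagent is added and luminescence is read after 12 min at room temperature. The HEK293 line carries constitutively active GLP-1R with a cAMP-responsive reporter.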
KB-3-1 tox = kills parental KB-3-1 adenocarcinoma cells; actives 1.4% (n = 400,000); AID 1347075; KB-3-1 viability, CellTiter-Glo ATP luminescence, 72 h; Potency, µM (titrated, usually from 46.1 µM), for the others: at the highest dose activity change, negative = cytotoxic, actives largely listed as cytotoxic; note: % is set by controls: 0 for no effect and ±100 for the full control effect; nearly all actives have a fitted effect of over 60% in size
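Viability of parental KB-3-1 cells, measured by CellTiter-Glo luminescence, followed a 72 h incubation at 37 °C with pinned compounds in phenol-red-free DMEM containing 10% FBS.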
HT1080 IDH1KD tx = kills HT-1080 cells with IDH1 knockdown. HT-1080 IDH1 knockdown viability, ATP luminescence, 48 h. Potency, µM (series often up to 46.1 µM), inactives show at the highest dose activity, negative = toxicity, hits mostly cytotoxic. actives 2% (n = 360,000). AID 686971;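 note: 0% = DMSO wells and -100% = cell-free medium wells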
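Knockdown cells (IDH1KD HT-1080) received compounds 2 h after plating at 750 cells/well and were kept 48 h at 37 °C in 5% FBS RPMI. A CellTiter-Glo luminescence read gave % activity for curve fitting.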
An asterisk follows results filed as active; ? = inconclusive; nt = no result given; [ ] = remark or other dose. Calls come from the whole dose curve; as a rule, active = well fitted curve in the direction sought with a large enough effect; inconclusive = small, poorly fitted or top-dose-only effect, or another doubt; inactive = no such curve, though single readings can be large; an effect the other way counts as inactive or inconclusive. Potency is the fitted concentration of half-maximal effect.

#	SMILES	SW480 rereplic	GLP1R cytotox	GLP1R ag	KB-V1 MDR tox	HT1080NT lethal	TDP43 rescue	GLP-1R inv ag	KB-3-1 tox	HT1080 IDH1KD tx
1	CC(C)(C)OC(=O)N1CCC(CC2CC(c3ccncc3)=NO2)(C(=O)O)CC1 (stereo not given)	-8%	-28%	-1%	0%	8%	-4%	18%	27%	13%
2	COc1ccc(C(=O)NC2CCN(C(=S)Nc3ccccc3C)CC2)cc1	-5%	-15%	5%	-12%	7%	-5%	-19%	1%	25%
3	O=C(Nc1ccccn1)C12CC3CC(C1)CC(C(=O)Nc1ccccn1)(C3)C2	1%	-11%	-6%	?	5%	15%	?	7%	3%
4	Cc1ccc(Nc2c([N+](=O)[O-])c(=O)n(C)c3ccccc23)cc1	-23%	1%	6%	?	0%	?	-24%	-9%	-16%
5	CC1CCc2sc(C(=O)NCc3ccc(F)cc3)cc2C1 (stereo not given)	-4%	7%	3%	7%	3%	?	0%	-3%	1%
6	O=C(Cn1c(C(F)(F)F)nc2ccccc21)N=Nc1c(O)[nH]c2ccc(Br)cc12	1%	3%	-7%	-11%	1%	7%	19%	-19%	9%
7	O=C(CCC(=O)N1CCOc2ccccc21)NCc1ccccn1	-3%	13%	3%	-4%	-1%	2%	-4%	3%	5%
8	Cc1ccc(-n2nc3c(N4CCC(C(=O)N5CCCCC5)CC4)nnc(C)c3c2C)cc1	nt	-11%	nt	6%	nt	3%	-23%	-3%	nt
9	CC(C)N(C(=O)[C@H]1C[C@H](CC(=O)NC(C)(C)C)C(=O)N2CCc3c([nH]c4cc(CCC(=O)N(C)C)ccc34)[C@]12C)C(C)C	30%[9.22 µM]	-4%	1%	23%	-5%	14%	0%	21%	7%
10	C[C@@]12C(=O)N(CC3CCCO3)CC(=O)N1[C@H]1c3cc(Cl)ccc3OC[C@@H]1[C@@H]2c1ccccc1 (stereo not given in full)	-13%	-4%	0%	3%	-3%	21%	-30%	-2%	2%

Continued (3 carried over from the part before).
#	SMILES	SW480 rereplic	GLP1R cytotox	GLP1R ag	KB-V1 MDR tox	HT1080NT lethal	TDP43 rescue	GLP-1R inv ag	KB-3-1 tox	HT1080 IDH1KD tx
8	Cc1ccc(-n2nc3c(N4CCC(C(=O)N5CCCCC5)CC4)nnc(C)c3c2C)cc1	nt	-11%	nt	6%	nt	3%	-23%	-3%	nt
9	CC(C)N(C(=O)[C@H]1C[C@H](CC(=O)NC(C)(C)C)C(=O)N2CCc3c([nH]c4cc(CCC(=O)N(C)C)ccc34)[C@]12C)C(C)C	30%[9.22 µM]	-4%	1%	23%	-5%	14%	0%	21%	7%
10	C[C@@]12C(=O)N(CC3CCCO3)CC(=O)N1[C@H]1c3cc(Cl)ccc3OC[C@@H]1[C@@H]2c1ccccc1 (stereo not given in full)	-13%	-4%	0%	3%	-3%	21%	-30%	-2%	2%
11	Cc1ccc(CNc2ncnc3c2cnn3C2CCCCO2)cc1 (stereo not given)	3%	-5%	20%	-11%	2%	4%	5%	-1%	1%
12	COc1ccc(NC(=O)C2CCCCN2S(=O)(=O)c2ccccc2)cc1S(=O)(=O)N1CCOCC1 (stereo not given)	-17%	5%	1%	0%	0%	7%	-19%	5%	1%
13	Cc1cc(-n2c(C)nc3ccccc3c2=O)ccc1NC(=O)c1cccc([N+](=O)[O-])c1C	nt	-14%	nt	-1%	nt	0%	6%	2%	nt
14	Cc1cc(/C=N/n2cnnc2)c(C)n1-c1ccc(OCc2ccc(Cl)cc2)cc1	2%	?	8%	3.7µM*	-18%	4%	23%	8.2µM*	?
15	CCOc1ccccc1C1CC(c2ccc(F)cc2)Nc2nc(N)nn21 (stereo not given)	-1%	-27%	-5%	-11%	6%	4%	1%	3%	4%
16	CCCCCCN(CCCCCC)C(=O)Cc1c(-c2ccc(F)cc2)[nH]c2ccccc12	-1%	-8%	26%	?	8%	24%	-9%	-3%	8%
17	Cc1ccc(CN2CCSc3ccc(C(=O)NCC4CCCO4)cc32)cc1 (stereo not given)	-17%	0%	2%	3%	3%	-5%	?	?	-9%
18	CCC(C)(C)n1nnnc1CN1CCC(O)(c2cccc(C(F)(F)F)c2)CC1	-5%	-26%	-7%	14%	?	16%	?	-1%	?
19	O=C(Nc1ccc2c(c1)OCO2)c1ccc(Cl)nc1	-3%	15%	2%	-11%	-13%	0%	-4%	-7%	-14%
20	N#CCc1nn(-c2ccccc2)c2ncnc(N)c12	-19%	-2%	17%	11%	3%	16%	75%[activator]	7%	0%
21	COc1ccccc1-n1cnc2cc(C(=O)NCC3CCCO3)ccc21 (stereo not given)	-7%	-21%	-11%	1%	10%	1%	6%	6%	3%
22	CN(C(=O)COC(=O)CNC(=O)c1sc2ccccc2c1Cl)C1CCS(=O)(=O)C1 (stereo not given)	-2%	-2%	1%	?	7%	10%	10%	20%	14%
23	COc1ccc(N(C(=O)c2cccc([N+](=O)[O-])c2)S(=O)(=O)c2cccs2)cc1	184%	-8%	-2%	-9%	-21%	-13%	?	-5%	-14%
24	CCOc1ccc(S(=O)(=O)N2CCCCC2)cc1NC(=O)CN1C(=O)NC(CC)(c2ccccc2)C1=O (stereo not given)	0%	15%	1%	nt	-5%	1%	-25%	nt	-16%
25	CC1=Nc2cc(C(=O)O)ccc2Sc2ccc(C)cc21	2%	-16%	-1%	-18%	-1%	13µM*	19%	1%	0%
26	COc1ccc(NC(=O)CSc2nnc(Cc3cccn3C)n2-c2ccc(OC)cc2)cc1	-3%	7%	-6%	5%	4%	16%	-9%	8%	0%
27	Cn1c2ccccc2c(=O)c2c(=O)n(C3CCCCCC3)c(C3CCCCC3)nc21	4%	-4%	0%	?	0%	-18%	14%	?	4%
28	Cn1cc(Cl)c(C(=O)OCC(=O)c2ccccc2)n1	1%	-8%	13%	-1%	17%	-13%	-9%	-5%	12%
29	Cc1nc(N)[nH]c(=O)c1CCCNc1ccc([N+](=O)[O-])cc1	26%	?	13%	-4%	-1%	-8%	8%	25%	-22%
30	CCc1ccc(OCC2NCCc3cc(OC)c(OC)cc32)cc1 (stereo not given)	0%	0%	19%	-9%	-14%	9%	?	-8%	-9%

Sorted by heavy-atom count (falling): part of the list above.
#	SMILES	SW480 rereplic	GLP1R cytotox	GLP1R ag	KB-V1 MDR tox	HT1080NT lethal	TDP43 rescue	GLP-1R inv ag	KB-3-1 tox	HT1080 IDH1KD tx
26	COc1ccc(NC(=O)CSc2nnc(Cc3cccn3C)n2-c2ccc(OC)cc2)cc1	-3%	7%	-6%	5%	4%	16%	-9%	8%	0%
30	CCc1ccc(OCC2NCCc3cc(OC)c(OC)cc32)cc1 (stereo not given)	0%	0%	19%	-9%	-14%	9%	?	-8%	-9%
28	Cn1cc(Cl)c(C(=O)OCC(=O)c2ccccc2)n1	1%	-8%	13%	-1%	17%	-13%	-9%	-5%	12%

Going on with the list.
#	SMILES	SW480 rereplic	GLP1R cytotox	GLP1R ag	KB-V1 MDR tox	HT1080NT lethal	TDP43 rescue	GLP-1R inv ag	KB-3-1 tox	HT1080 IDH1KD tx
31	Cc1ccc(S(=O)(=O)NCC(=O)N(CC(=O)NCC2CCCO2)Cc2ccccc2Cl)cc1 (stereo not given)	-1%	5%	2%	-12%	5%	-20%	-24%	4%	11%
32	Cc1cccc(-n2c(SCC(=O)N3CC(=O)Nc4ccccc43)nc3ccccc3c2=O)c1C	?	-15%	9%	-10%	-30%	1%	?	-3%	?
33	O=C(CNC(=O)c1ccc(Br)o1)NCC1CCCO1 (stereo not given)	-11%	-8%	-2%	12%	13%	9%	3%	21%	9%
34	CCc1ccc(-c2csc3ncn(CC(=O)N4CCOCC4)c(=O)c23)cc1	-7%[9.22 µM]	17%	2%	7%	-11%	-7%	-13%	7%	-8%
35	Cc1ccc(N2CCN(c3ncnc4onc(-c5ccc(F)cc5)c34)CC2)c(C)c1	nt	-12%	nt	2%	nt	21%	6%	-5%	nt
36	O=C(Nc1ccc(F)cc1)Nc1ccccc1C(=O)NCCN1CCNC1=O	-65%[inhibitor]	?	3%	6%	-3%	-26%	-1%	1%	1%
37	COC(=O)[C@@H]1C[C@H]1[C@@H](NC(=O)c1cc(C)on1)c1ccccc1	-3%	-1%	6%	0%	13%	5%	23%	4%	8%
38	COc1ccc(-c2cn3c(C)c(C(=O)NC(C)C)sc3n2)cc1	0%	-3%	-1%	7%	0%	10%	0%	5%	-10%
39	CCOc1ccc(C(=O)OCC(=O)N2CCCC2)cc1	17%	3%	7%	12%	10%	-1%	9%	-3%	16%
40	O=C(NCc1ccncc1)C1Cc2c(-c3ccc4c(c3)OCO4)ccnc2O1 (stereo not given)	nt	-9%	-5%	?	?	1%	-18%	?	?
41	CCOC1Cc2ccccc2N(C(N)=O)c2ccccc21 (stereo not given)	-6%	14%	-4%	-4%	-3%	-19%	9%	3%	3%
42	COCC(=O)Nc1cc(C(=O)OC)cc(C(=O)OC)c1	0%	-7%	13%	11%	7%	9%	2%	6%	10%
43	O=C(Cc1c(F)cccc1Cl)Nc1ccon1	1%	-2%	-11%	21%	4%	-5%	-2%	5%	-4%
44	COc1ccc(-n2c(SCc3ccc([N+](=O)[O-])cc3)nnc2-c2ccccc2)cc1	-6%	-25%	21%	-9%	-18%	?	?	1%	?
45	CC1(C)Cc2c(sc3nc(SCC(=O)O)nc(N)c23)CO1	-6%	-6%	-13%	?	26%	-4%	-7%	-6%	17%
46	COc1cccc(NC(=O)[C@@H]2CCC(=O)N2C2OC(=O)c3ccccc32)c1 (stereo not given in full)	3%	-1%	4%	0%	-5%	15%	-4%	0%	-3%
